High-throughput results from PubChem BioAssay.
INS promoter inh: inhibitors of insulin promoter-driven GFP, primary screen, imaging, TRM-6 cells (human fetal islet line), eGFP reporter, cell count; reporter expression induced with tamoxifen; inhibition, % at 2 µM; 130,000 compounds, 0.9% hits;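 active = inhibition above the mean plus 3 SD, with well images judged a real hit on visual review, cut at about 60% in these data, passing the limit was not always enough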
SDO1 yeast rescue: growth rescue of sdo1-depleted yeast, primary screen, S. cerevisiae, bone marrow failure model; S. cerevisiae sdo1-depleted JHY4D growth rescue, OD600 30 h; hits give high values; pdr5 snq2 efflux-pump mutant strain; z-score at 10 µM; 140,000 compounds, 0.21% hits;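 active = z-score above 3 at both the 24 hr and the 30 hr optical density reads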;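 note: z-score against mean and SD of all compound wells on the same plate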
SDO1 yeast rescue Rescue 24 h: second read-out of SDO1 yeast rescue, no call of its own (marks repeat the call); z-score; S. cerevisiae sdo1-depleted JHY4D growth rescue, OD600; measured here: growth rescue at 24 h;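 0 is the plate mean of compound wells and units are plate SD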
Numbers without * were called inactive; · = not tested or not shown. This is a subset. The share of hits here may be higher or lower than overall.

Preview (two entries):
Each structure is followed by: INS promoter inh | SDO1 yeast rescue | SDO1 yeast rescue Rescue 24 h
1. CCOCC(=O)Nc1ccc(S(=O)(=O)NCCc2ccccc2)cc1
→ 5 | -0.28 | -0.47
2. Cc1ccc(S(=O)(=O)NNC2=NS(=O)(=O)c3ccccc32)c(C)c1
→ 7 | · | ·

The listing, from the first entry:
Each structure is followed by: INS promoter inh | SDO1 yeast rescue | SDO1 yeast rescue Rescue 24 h
1. CCOCC(=O)Nc1ccc(S(=O)(=O)NCCc2ccccc2)cc1
→ 5 | -0.28 | -0.47
2. Cc1ccc(S(=O)(=O)NNC2=NS(=O)(=O)c3ccccc32)c(C)c1
→ 7 | · | ·
3. Cc1csc(Sc2nc3c(c(=O)[nH]c(=O)n3C)n2CCCc2ccccc2)n1
→ · | -0.75 | 0.66
4. Nc1c(S(=O)(=O)c2cccs2)c2nc3ccccc3nc2n1Cc1cccs1
→ 62 | 0.12 | 0.07
5. FC(F)(F)c1cccc(NC(=S)NCCc2ccccn2)c1
→ 20 | 0.09 | 0.05
6. COC(=O)CC1C(=O)NCCN1C(=S)NC(=O)CCc1ccccc1 (stereo not given)
→ 33 | · | ·
7. COc1ccccc1N1CCN(Cc2ccc(O)c3ncccc23)CC1
→ 34 | 1.1 | 1.1
8. O=C(Nc1cc(=O)[nH]c2ncnn12)c1ccccc1
→ 0 | 0.17 | -0.54
9. S=C(NC12CC3CC(CC(C3)C1)C2)N1CCCC1
→ -8 | -0.36 | -0.36
10. COC(=O)c1c(C)n(-c2ccccc2)c2ccc(O)cc12
→ -9 | -2.1 | -1.5
11. O=C1CCN(c2ncccc2[N+](=O)[O-])CC1
→ 0 | · | ·
12. Cc1ccc(NC(=O)CN(C)C(=O)/C=C/c2cccs2)cc1
→ 48 | 0.78 | 0.13
13. CCCc1[nH][nH]c(=O)c1C(c1ccccc1)C(C#N)C#N (stereo not given)
→ 50 | 0.05 | -0.35
14. CCCCCn1c(CN2CCN(CCO)CC2)nc2c1c(=O)n(C)c(=O)n2C
→ · | 0.7 | 0.29
15. COc1ccc(CCNC(=O)C2CCCN2C(=O)Nc2cccc(C(C)=O)c2)cc1OC (stereo not given)
→ · | 0.51 | -0.68
16. O=C(NCCCO)/C(=C\C=C\c1ccccc1)NC(=O)c1ccccc1Cl
→ -234 | -0.34 | -1.4
17. N#C/C(=C\c1ccc[nH]1)C(=O)NC1CC1
→ · | 0.81 | 0.57
18. C=CCNC(=O)C(C)N1C(=O)c2ccccc2C1=O (stereo not given)
→ 26 | -0.39 | -0.69
19. CCN(CC)Cc1cc(C(C)=O)ccc1OCC(C)C
→ · | 1.4 | 2.6
20. COc1cc([N+](=O)[O-])cc2cc(C(=O)N3CCCC3)c(=O)oc12
→ 11 | · | ·
21. CC(C)c1ccc(-c2noc(C3CCCN(S(C)(=O)=O)C3)n2)cc1 (stereo not given)
→ -11 | -0.57 | -0.25
22. Cc1c(NC(=O)c2ccc3c(c2)OCO3)c(=O)n(-c2ccccc2)n1C
→ -11 | 1.1 | 0.12
23. Cc1cc(C)c(NC(=O)CCn2nnc3ccccc32)c(C)c1
→ -14 | · | ·
24. COc1ccc(/C=C(/NC(=O)c2ccccc2)C(=O)N/N=C/c2ccc3c(c2)OCO3)cc1OC
→ · | 0.77 | 0.71
25. Cc1cnc(NC(=O)CSc2ncc(-c3ccccc3)n2Cc2ccco2)s1
→ -64 | -1.8 | -0.53
26. CCOC(=O)C1CCCN(C2CC(=O)N(c3ccc(NC(C)=O)cc3)C2=O)C1 (stereo not given)
→ 12 | · | ·
27. CCOC(=O)C1CN(c2cc3c(cc2F)c(=O)c(C(=O)O)cn3CC)OC1C(=O)OCC (stereo not given)
→ · | 0.24 | -0.53
28. Cc1cc2cc3c(cc2nc1SCC(=O)O)OCCO3
→ 17 | -0.45 | -0.18
29. CCOc1ccc(OCC)c(NC(=O)C2CCN(S(=O)(=O)c3c(C)noc3C)CC2)c1
→ 3 | -1 | -1.1
30. Cc1[nH]c2ccccc2c1C(=O)CN1C(=O)NC(C)(c2ccc(Cl)cc2Cl)C1=O (stereo not given)
→ · | -0.16 | -0.62
31. Cc1[nH]n(C(C)(C)C)c(=O)c1Sc1ccc(Cl)cc1
→ · | 0 | 0.47
32. Clc1ccc(C2Nc3ccccc3-n3cccc32)cc1 (stereo not given)
→ · | -2.1 | -1.3
33. COc1ccc(NC(=O)c2ccc(-c3ccccc3)cc2)cc1NS(=O)(=O)c1ccc(F)cc1
→ 22 | -0.77 | -0.82
34. O=C(Oc1cccc2c(OC(=O)N3CCOCC3)cccc12)N1CCOCC1
→ -6 | 2.2 | 1.6
35. Cc1cccc(NC(=O)c2cc(NC(=O)CCCC(=O)O)ccc2Cl)n1
→ -22 | 0.62 | 0.93
36. CC(C)(C)c1ccc(OCCON2C(=O)CCC2=O)c(Cl)c1
→ 17 | 0.1 | 0.03
37. CCOC(=O)NC1(Nc2ccc(Cl)cn2)Oc2ccccc2O1
→ · | 0.52 | -0.37
38. N#CC(c1ccccc1F)(c1ncc(C(F)(F)F)cc1Cl)N1CCOCC1 (stereo not given)
→ 31 | -0.18 | -0.45
39. CCCn1c(=N)c(C#N)cc2c(=O)n3ccccc3nc21
→ -36 | 0.67 | -0.1
40. O=C(O)c1ccc(NS(=O)(=O)c2cccc3cccnc23)cc1
→ · | 0.51 | -0.2
41. CCC(CC)C(=O)Oc1c(Sc2ccccc2[N+](=O)[O-])c(C)nn1C(C)(C)C
→ · | 0.52 | 0.22
42. Cc1sc2ncnc(NCC3COc4ccccc4O3)c2c1C (stereo not given)
→ · | -1 | -0.66
43. CCCn1nc(Oc2nc(SC)nc(N(C)C)n2)ccc1=O
→ 12 | 0.68 | 1.2
44. COc1ccc(CCNC(=O)C2CCN(S(=O)(=O)N3CCCCC3)CC2)cc1OC
→ · | -0.19 | 0.2
45. Cc1cc(-c2ccc(Br)cc2)n[nH]1
→ -12 | · | ·
46. CC(C)(C)C(=O)Nc1nnc(CSCc2ccccc2F)s1
→ -9 | 1.8 | 3
47. CN1C(=O)C(O)(c2nnc(-c3ccccc3)o2)c2ccccc21 (stereo not given)
→ -21 | · | ·
48. CC(C)CNC(=S)NNC(=O)c1csc2c1CCC(C)C2 (stereo not given)
→ 10 | -0.45 | -0.17
49. CC(C)CC(NC(=O)c1ccco1)C(=O)Nc1ccc2c(c1)OCCO2 (stereo not given)
→ · | -1.2 | -1
50. CC1CCc2nn(CC(=O)NC3CCCC(C)C3C)cc2C1 (stereo not given)
→ · | 0.25 | 0.42
51. COc1cccc(Nc2cc(N3CCOCC3)c3nonc3c2[N+](=O)[O-])c1
→ · | -1.5 | -1.7
52. COc1ccc(C(=O)NCCSc2ccc(C)cc2)cc1
→ -30 | 0.06 | 0.17
53. O=C(NCc1ccco1)c1ccc2c(c1)C(=O)N(C1CCCCC1)C2=O
→ -3 | -1.8 | -1.7
54. CCOC(=O)c1oc2ccccc2c1NC(=O)COc1ccc(F)cc1
→ · | 0.01 | 0.45
55. CC12c3ccccc3C(c3ccccc31)C1C(=O)N(Cc3cccnc3)C(=O)[C@H]12 (stereo not given in full)
→ · | -0.89 | -0.64
56. C[C@@H](C(=O)Nc1cccc(S(=O)(=O)N2CCOCC2)c1)N1C(=O)C2CC=CCC2C1=O (stereo not given in full)
→ 32 | · | ·
57. Cc1ccc(C(CC(=O)N2CCCC2)c2ccccc2)c(O)c1C (stereo not given)
→ · | -0.57 | 0.31
58. OCc1ccccc1N=c1ssnc1Cl
→ 36 | 0.58 | 0.51
59. COc1ccccc1OCC(=O)NCCc1nc2ccccc2[nH]1
→ -86 | 0.04 | 0.26
60. O=C(COC(=O)c1cccs1)c1ccc2ccccc2c1
→ 7 | -0.24 | -0.31

Five of the entries above in order of their number in INS promoter inh, high to low.
Each structure is followed by: INS promoter inh | SDO1 yeast rescue | SDO1 yeast rescue Rescue 24 h
56. C[C@@H](C(=O)Nc1cccc(S(=O)(=O)N2CCOCC2)c1)N1C(=O)C2CC=CCC2C1=O (stereo not given in full)
→ 32 | · | ·
43. CCCn1nc(Oc2nc(SC)nc(N(C)C)n2)ccc1=O
→ 12 | 0.68 | 1.2
53. O=C(NCc1ccco1)c1ccc2c(c1)C(=O)N(C1CCCCC1)C2=O
→ -3 | -1.8 | -1.7
52. COc1ccc(C(=O)NCCSc2ccc(C)cc2)cc1
→ -30 | 0.06 | 0.17
59. COc1ccccc1OCC(=O)NCCc1nc2ccccc2[nH]1
→ -86 | 0.04 | 0.26

Continuation:
Each structure is followed by: INS promoter inh | SDO1 yeast rescue | SDO1 yeast rescue Rescue 24 h
61. O=C(NCCCN1CCN(c2cccc(Cl)c2)CC1)c1cccc(N2CCCC2=O)c1
→ -45 | 0.87 | 0.26
62. COc1ccccc1Nc1nc(N)nc(CSCCO)n1
→ -25 | 1.9 | 2.4
63. CCS(=O)(=O)c1nc2ccccc2n1Cc1ccccc1Cl
→ · | -0.81 | -0.78
64. COC(=O)C1=C(C)N(C)C(=S)NC1c1cc(OC)ccc1OC (stereo not given)
→ 23 | · | ·
65. Cn1c(=NC(=O)c2ccc3c(c2)OCCO3)sc2cc(S(C)(=O)=O)ccc21
→ 57 | · | ·
66. O=C(CSc1nnc(CN2CCOCC2)n1-c1ccc(Cl)cc1)Nc1ccc2c(c1)OCO2
→ -60 | 0.39 | 0.25
67. O=C(CSCc1ccc(F)cc1)NC1CCCC1
→ -57 | 0.08 | -0.34
68. CCOC(=O)c1c(C)n(C)c2ccc(OC)c(NC(=O)CN3CCC4(CC3)OCCO4)c12
→ · | 0.7 | 0.59
69. COc1ccc2cc(S(=O)(=O)N3CCN(C)CC3)ccc2c1
→ 20 | -0.55 | -1
70. COc1cccc(-c2nc(-c3ccccc3)no2)c1
→ 44 | -0.99 | -0.52
71. COc1cccc(C(=O)Nc2ccc(-n3nncc3C(C)(C)C)cc2)c1
→ 8 | · | ·
72. CSc1nc2ccc(S(=O)(=O)N3CCOCC3)cc2s1
→ 19 | -0.99 | -0.89
73. COc1ccc(-n2c(C)nc(=O)c(-c3ccccc3)c2C)cc1
→ 38 | 2.5 | 4.1
74. Cc1cccc(Oc2ccc(C(=O)NC3CCSC3=O)cn2)c1C (stereo not given)
→ 55 | 0.75 | 0.55
75. COc1cc2c(cc1NC(=O)CSc1nc3cc(Cl)ccc3s1)oc1ccccc12
→ 45 | -1.3 | -0.9
76. O=C(COc1ccc(Br)cc1CO)Nc1ccc(F)cc1
→ · | -0.09 | 0.24
77. Cc1oc2ccc(Br)cc2c(=O)c1-c1nn[nH]n1
→ 12 | · | ·
78. CCOC(=O)CSc1nc(-c2ccccc2)ns1
→ -75 | · | ·
79. O=C(Cc1noc2ccccc12)Nc1ccc(Cl)cc1
→ 7 | -0.6 | -0.28
80. Clc1cc(NCc2cccs2)ccc1N1CCOCC1
→ · | 0.15 | 0.25

Whole records as entered above. Values in the order: INS promoter inh | SDO1 yeast rescue | SDO1 yeast rescue Rescue 24 h
O=C(NCCCN1CCN(c2cccc(Cl)c2)CC1)c1cccc(N2CCCC2=O)c1 across the screens: -45 | 0.87 | 0.26
O=C(Cc1noc2ccccc12)Nc1ccc(Cl)cc1 across the screens: 7 | -0.6 | -0.28

(next part)
Each structure is followed by: INS promoter inh | SDO1 yeast rescue | SDO1 yeast rescue Rescue 24 h
81. CCOC(=O)Cn1c(=O)oc2cc(S(=O)(=O)Nc3ccc(N(CC)CC)cc3C)ccc21
→ · | -0.62 | 1
82. CCN1CCN(CCNC(=O)c2ccc(/C=C3\Sc4ccccc4N(Cc4ccccc4F)C3=O)cc2)CC1
→ -45 | · | ·
83. Cc1cc(Cl)c(S(=O)(=O)N/N=C/c2ccc3c(c2)OCO3)c(Cl)c1
→ 38 | -1.8 | -1.6
84. O=C(NCc1cccnc1)c1ccc(Cl)c(Cl)c1
→ 5 | -0.83 | -0.27
85. CSc1ccc(Cl)c(C(=O)OCC(=O)Nc2ccccc2OC(F)F)c1
→ 46 | -1.8 | -2.4
86. O=C1NN(c2ccccc2)C(=O)C2C3C=CC(C4CC34)C12 (stereo not given)
→ · | 1.2 | 0.55
87. CCOc1ccc(C2CC(c3cccc(Cl)c3)n3nc(N)nc3N2)cc1 (stereo not given)
→ 0 | 0.67 | 0.93
88. COc1ccccc1C(=O)CSc1n[nH]c(N)n1
→ -13 | 0.22 | 0.31
89. CCOC(=O)C1=C(CSc2nnnn2C)N(C)C(=O)NC1c1ccccc1 (stereo not given)
→ -8 | 1.3 | 1.4
90. COc1ccc(CN(C(=O)CO/N=C/c2ccccc2)c2ccccc2C(=O)O)cc1
→ 14 | 0.25 | -0.47
91. CC(=O)Nc1ccc(O)c(-c2nc3ccccc3s2)c1
→ 23 | · | ·
92. CCCS(=O)(=O)N1CCCC(C(=O)NCCCOC(C)C)C1 (stereo not given)
→ · | 1.2 | 1.3
93. Cc1cccc(-c2nnn(C/C(N)=N/O)n2)c1
→ 25 | · | ·
94. N#C/C(=C/c1ccc(Cl)cc1)NC(=O)c1ccccc1
→ 0 | -0.41 | -0.72
95. O=C1NC(=S)N/C1=C/c1ccc(Oc2ccc(C(F)(F)F)cc2[N+](=O)[O-])c(Cl)c1
→ · | -0.01 | 0.34
96. Cn1c(NC(=O)c2ccco2)c(-c2ccc(Cl)cc2)c(=O)c2ccccc21
→ -14 | -0.8 | -1.3
97. O=C(c1ccsc1)N1CCN(C(=O)c2cccs2)CC1
→ 13 | 0.32 | -0.11
98. Cn1c(=O)oc2cc(S(=O)(=O)N3CCCC(C(=O)NC4CCCc5ccccc54)C3)ccc21 (stereo not given)
→ · | -0.12 | -0.38
99. CC1Cc2ccccc2N1C(=O)COC(=O)c1ccc(Br)o1 (stereo not given)
→ 29 | · | ·
100. CC(C)CC(C(=O)Nc1oc(-c2ccccc2)c(-c2ccccc2)c1C#N)N1C(=O)c2ccccc2C1=O (stereo not given)
→ -369 | 0.99 | 0.9
101. CCOC(=O)c1ccc(NC(=O)Nc2ccc3c(c2)OCCO3)cc1
→ 3 | 0.4 | 0.21
